Source: PubChem BioAssay (several laboratories)
tolC growth inh – blocks growth of E. coli BW25113 tolC mutant. growth inhibition, % at 10 µM (by protocol). 2.2% of 65,000 active. OD615;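 active = growth inhibition at or above a cutoff equal to the mean over every tested compound plus 3 SD, cut at about 60% in these data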;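 also: growth measured after 20 h incubation at 37 °C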
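Test system: tolC-deleted E. coli BW25113; medium: LB with kanamycin 50 µg/mL; compound: single-point testing at 10 µM; incubation: 20 h compound exposure of bacteria at 37 °C; signal: OD at 615 nm; evaluation: growth inhibition in percent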
SF-1 act – activates the human nuclear receptor SF-1. CHO-K1 Gal4-SF-1 LBD luciferase reporter; % increase over DMSO SF-1-specific signal. activation, % at 10 µM. 1.9% of 65,000 active. AID 522;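 active = activation above the mean activation of all tested compounds plus 3 SD, cut at about 50% in these data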
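material = CHO-K1 cells with Gal4–hSF-1 LBD chimera plus Gal4-driven luciferase | compound = 10 µM single point, 1% DMSO | incubation = 20 h compound exposure at 37 °C after 1 h cell settling | measured by = SteadyLite luciferase luminescence | evaluation = percent activation relative to DMSO median and mock-transfected background | control set = DMSO negative control and −SF1 background wells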
NADH enzymes – inhibitors of enzymes used to reach an NAD/NADH endpoint | coupled PK/LDH NADH assays, four targets | IC50, µM (series often up to 10 µM), without a hit: top-dose inhibition | 0.02% of 65,000 active | AID 774;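 active = single-dose screening hits from any of four coupled enzyme assays that gave an IC50 when retested across doses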;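 also: the DPM-DC format reads NADH fluorescence rather than 340 nm absorbance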
M1 antagonist – M1 muscarinic receptor (rat) antagonism. 3.4% of 64,000 active. B-score at 10 µM. CHO-M1 cells, Fluo-4 calcium, ACh EC80 antagonist mode; hits give low values. P08482;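 active = calcium fluorescence response, raw or row-and-column corrected B-score, differing from the plate sample mean either way at a set confidence level, mostly lower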
TNAP act DEA – human TNAP activation, intermediate phosphate acceptor; P05186; purified TNAP, CDP-star luminescence, 100 mM DEA, 30 min; hits give high values; scale: 0 levamisole-inhibited, 1 vehicle-only enzyme; activation factor at 20 µM; 64,000 tested, under 10 active;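 active = activation factor of at least 2 at 20 µM, relative to controls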
Target sequence (P05186 whole entry, looked up): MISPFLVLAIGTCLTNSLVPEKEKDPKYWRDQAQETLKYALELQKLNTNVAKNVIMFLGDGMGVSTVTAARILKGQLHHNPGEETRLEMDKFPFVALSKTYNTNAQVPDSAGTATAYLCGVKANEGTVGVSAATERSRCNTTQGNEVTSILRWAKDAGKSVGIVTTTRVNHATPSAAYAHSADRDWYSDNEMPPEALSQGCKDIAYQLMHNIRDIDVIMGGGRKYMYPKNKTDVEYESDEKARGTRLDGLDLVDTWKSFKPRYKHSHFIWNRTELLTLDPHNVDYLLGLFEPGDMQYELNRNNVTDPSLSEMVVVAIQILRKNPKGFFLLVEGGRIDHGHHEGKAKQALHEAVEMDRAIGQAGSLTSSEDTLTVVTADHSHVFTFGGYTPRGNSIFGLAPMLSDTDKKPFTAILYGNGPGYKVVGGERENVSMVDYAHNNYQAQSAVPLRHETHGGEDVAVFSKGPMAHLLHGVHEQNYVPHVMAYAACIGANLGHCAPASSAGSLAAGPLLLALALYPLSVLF
Ec RNAP inh – Escherichia coli RNA polymerase inhibition; E. coli RNA polymerase, fluorescence transcription assay; AID 559; 0.2% of 62,000 active; P0A8V2; inhibition, %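 (tested at 10 µM)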; in the data active = inhibition above about 20%;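 also: 0% = enzyme without compound and 100% = no enzyme blank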
M1 ag – M1 muscarinic receptor agonism; B-score at 10 µM; AID 626; CHO-M1 cells, Fluo-4 calcium fluorescence, agonist mode; hits give high values; 3% of 64,000 active;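 active = fluorescence rise, raw or as B-score row- and column-corrected plate score, outside the 99.7% band of its plate's samples, either direction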
RORA act – RORA (human) activation; P35398; CHO-K1 Gal4-RORA LBD luciferase reporter, luminescence; percent increase over mock-subtracted basal signal; activation, % at 10 µM; 1.5% of 65,000 active;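 active = activation above the mean of all tested compounds plus 3 SD, cut at about 49% in these data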;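 also: 0% = DMSO-treated RORA cells and 100% = added signal equal to DMSO minus mock-transfected cells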
Target sequence (P35398 whole entry, looked up, the tested form may be a part): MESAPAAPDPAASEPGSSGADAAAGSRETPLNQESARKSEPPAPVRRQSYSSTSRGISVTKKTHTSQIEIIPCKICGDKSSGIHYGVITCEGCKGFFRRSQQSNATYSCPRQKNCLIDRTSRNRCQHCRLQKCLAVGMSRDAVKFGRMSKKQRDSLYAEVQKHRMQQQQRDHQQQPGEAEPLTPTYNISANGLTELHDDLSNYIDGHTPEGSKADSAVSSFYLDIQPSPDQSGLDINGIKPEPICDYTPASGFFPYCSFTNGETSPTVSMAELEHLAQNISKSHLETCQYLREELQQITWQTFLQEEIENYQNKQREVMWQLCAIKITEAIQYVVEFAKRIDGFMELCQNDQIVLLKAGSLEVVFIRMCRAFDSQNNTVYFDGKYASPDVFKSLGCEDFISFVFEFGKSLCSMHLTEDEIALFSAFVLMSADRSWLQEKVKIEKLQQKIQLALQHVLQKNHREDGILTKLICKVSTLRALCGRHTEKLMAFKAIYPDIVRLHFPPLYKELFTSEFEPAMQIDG
Autofluor 339 – intrinsic fluorescence of library compounds, ex339/em460 – biochemical, MLSMR library, data from DPM-DC assay, artefact control, profiling panel; fluorescence fold increase at 10 µM; 5.5% of 65,000 active; compound autofluorescence, ex339/em460 nm, NADH buffer; hits give high values; 1 = no-compound wells, NADH background; AID 709;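 active = at 10 µM, mean starting fluorescence two-fold or more over control wells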;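 also: signal is the first read of a kinetic run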
* hit, by the source's call; / = not tested or not shown; [ ] = another dose, or the depositor's remark.

molecule	tolC growth inh	SF-1 act	NADH enzymes	M1 antagonist	TNAP act DEA	Ec RNAP inh	M1 ag	RORA act	Autofluor 339
CCC(C)(C(=O)Nc1ccc2c(c1)OCCO2)N(C(C)=O)c1ccc(C(N)=O)cc1 (stereo not drawn)	-5	-1	2%	0.65	0.9	9	-0.075	-8	1.1
Cc1ccc(C)n1NC(=O)c1ccc(Cl)cc1Cl	14	-8	3%	0.3	0.8	8	-0.11	-8	1.2
Cc1ccc(C)c(Cn2c(CO)nc3ccccc32)c1	19	3	4%	0.24	1	7	-0.035	14	1.1
Cn1nnc(-c2ccc(OCc3ccccc3F)cc2)n1	-1	16	2%	0.066	0.9	0	-1.4	28	1.1
COc1ccc(S(=O)(=O)N(CCc2ccccc2)CC(=O)NCCCO)cc1	-6	16	2%	-0.4	1	-3	0.16	-8	1.1
O=C(O)C(F)(F)S(=O)(=O)O	3	-11	8%	0.17	1.1	-9	-1.4	16	1.1
CCOC(=O)C1=C(c2ccccc2)N(C)C(=O)NC1c1ccc(O)c(OC)c1 (stereo not drawn)	-18	4	7%	0.13	0.9	14	-1	-16	1
COc1ccccc1Cn1c(=S)[nH]c2cc(C(=O)N3CCN(C)CC3)ccc2c1=O	4	-3	7%	-1.8	0.9	5	-0.02	8	1.1
CCCNC(=O)c1cc(-c2ccc(Br)cc2)on1	-11	58*	4%	0.61	0.9	4	0.21	37	1.1
CCOc1ccc(/C(O)=C2/C(=O)C(=O)N(c3nc(C)c(C)s3)C2c2ccco2)cc1 (stereo not drawn)	19	16	1%	-0.63	1.1	/	-0.48	4	1
CCOC(=O)C1=C(CSc2nc(C)cc(C)c2C#N)OC(N)=C(C#N)C1c1cccs1 (stereo not drawn)	7	-7	4%	0.26	0.9	8	-0.8	6	1
CCCC(=O)Nc1nc2ccc3nc(C)sc3c2s1	11	15	1%	-0.87	0.9	5	-0.22	23	1.1
Cc1ccccc1S(=O)(=O)Cc1ccc(C(=O)N2CCN(C3CCCCC3)CC2)o1	-6	5	7%	-0.0029	0.9	3	-1.1	18	1.1
OC(CNCCc1ccc(Cl)cc1)COCc1ccco1 (stereo not drawn)	-3	-2	17%	-0.39	0.9	-3	-1.1	-16	1
CCN(CC)C(=O)CSc1nc2ccccc2c(=O)n1CC1CCCCC1	11	-6	2%	-0.042	0.9	4	0.33	-13	1
CCCN1C2=C(C(=O)CCC2)C(c2ccc(O)c(Br)c2)C2=C1CCCC2=O	19	28	5%	0.27	0.9	14	1.6	-2	1.5
Cc1cc2nc(-c3ccc(NC(=O)c4cccnc4)cc3)oc2cc1C	10	55*	2%[fluoresces]	-0.54	0.9	3	-0.0067	72*	2.3*
O=C(CN1CCOCC1)N1CCCc2c1c(=O)oc1ccc(OCc3ccccc3)cc21	5	-13	5%	-0.039	0.8	6	-0.86	-16	1.7
O=C(NC(O)C(=O)c1ccccc1)c1cccs1 (stereo not drawn)	-11	-3	2%	0.7	0.9	4	-0.094	-10	1.1
CC(Oc1ccccc1)C(=O)Nc1ccc(C(N)=O)cc1 (stereo not drawn)	-12	-18	0%	-0.17	0.9	/	0.59	-12	1.1
CCC(C)c1ccc(O)c(N)c1 (stereo not drawn)	-4	-14	3%	-0.061	0.9	28*	-0.44	1	1.1
CCN(CC)Cc1c(O)ccc2c(C)c(CC(=O)OC)c(=O)oc12	5	12	6%[fluoresces]	0.49	0.9	-147	0.049	11	2.4*
COc1ccc(N2C(=O)NC3CC2(C)Oc2ccc(Cl)cc23)cc1OC (stereo not drawn)	7	-6	7%	-0.92	0.9	0	0.13	17	1.1
CC12CCC(C(=O)N(c3ccccn3)c3ccccn3)(OC1=O)C2(C)C (stereo not drawn)	-24	-6	8%	-0.37	0.9	9	0.69	-9	1
O=C(O)c1ccc2c(c1)[C@@H]1C=CC[C@@H]1[C@H](c1ccccn1)N2	-8	-2	8%	/	1	1	/	-4	1.2
Cc1ccc2cc(CCNC(=O)CC(C)(C)C)c(=O)[nH]c2c1C	-3	21	8%[fluoresces]	-0.14	1	0	-1.4	15	2*
Cc1cc(C(=O)CSc2nnc(-c3ccc(OC(F)F)cc3)o2)c(C)n1Cc1cccs1	8	4	4%	0.0061	1	6	-0.045	-20	1.1
CCOc1ccccc1N(CC(=O)NC(C)(C)C)C(=O)Cn1nnc(-c2ccc(C)o2)n1	4	6	0%	0.46	0.9	-12	1.1	-11	1.1
CCOC(=O)c1c(N)sc2c1CCCC2	10	-6	4%	-0.086	0.9	1	-0.051	4	1.1
COc1ccc(S(=O)(=O)N2CCN(CC(=O)Nc3ccc(C)c(F)c3)CC2)cc1	10	-6	4%	0.39	0.9	8	-2	6	0.96
CC(=O)OCc1c(F)c(F)c(-n2nc(C)cc2C)c(F)c1F	-15	5	5%	-0.59	0.9	6	0.012	-1	1.1
O=C(CS(=O)(=O)c1cn(Cc2ccccc2Cl)c2ccccc12)N1CCOCC1	2	10	4%	-1.1	/	/	1.6	12	1.1
COc1ccc2nc3oc(C(=O)NCc4cccs4)cc3cc2c1	-20	-7	15%	-0.054	1	-7	-0.27	-2	3.9*
Cc1cccc(NC(=O)CSc2ncnc3c2oc2ccccc23)c1	37	12	2%	-0.071	0.8	2	-0.66	6	1.2
COCCCn1c(SCC(=O)NCc2ccco2)nc2sc3c(c2c1=O)CCC3	6	-10	22%	0.97	0.9	1	-0.3	-8	1.1
CC1=C(C(=O)OC2CCCCCC2)C(c2ccc(C)o2)C2=C(CCCC2=O)N1 (stereo not drawn)	100*	3	4%	0.076	0.9	6	0.035	-19	1.1
C=CCOc1cccc(C2/C(=C(\O)c3ccc(F)cc3)C(=O)C(=O)N2CCN(C)C)c1 (stereo not drawn)	-7	-12	3%	0.039	0.9	9	0.15	19	1
CC1=C(C(=O)OC(C)C)C(c2ccc(Br)s2)NC(=O)N1C (stereo not drawn)	16	-6	9%	0.4	1	8	-0.051	-10	1
Cc1cc(C(F)(F)F)n2ncc(C(=O)O)c2n1	-21	-19	0%	-1.9	0.9	-4	-0.27	16	1
CCn1c(SC(C)C(=O)O)nc2sc3c(c2c1=O)CCC3 (stereo not drawn)	-2	1	0%	-0.15	0.9	0	-0.79	-5	1.1
O=C(Nc1cnc2sc3c(n2c1=O)CCCC3)c1ccc(F)cc1	5	16	3%	-0.25	0.9	2	-0.87	40	1.2
CN(C)c1ccc(C(=O)Nc2nnc(-c3ccc(Cl)cc3)o2)cc1	47	-17	4%	0.1	0.8	1	-0.62	25	1.4
Cc1ccc(S(=O)(=O)Cn2nnnc2C(c2ccccc2)N2CCN(c3ncccn3)CC2)cc1 (stereo not drawn)	9	-5	4%	0.59	0.9	5	-0.27	-6	1.1
COc1ccc(OC)c(CCNC(=O)C2CCN(c3nnc(-n4cccc4)s3)CC2)c1	-1	-21	5%	-0.69	0.9	3	0.61	-2	1
O=C(Nc1ccc2c(c1)oc1ccccc12)c1ccncc1	-5	1	3%	-0.34	1	5	-0.084	14	1.1
Cc1ccc(-c2nc(CSCC(=O)N3CCCC3)c(C)o2)cc1	13	8	6%	-0.0082	/	/	0.58	-14	1
COc1cccc(OC)c1NC(=O)C1CCCN1C(=O)NCc1ccccc1 (stereo not drawn)	-14	-7	9%	-0.13	1	2	0.85	9	1.1
CN(C)S(=O)(=O)c1cccc2nsnc12	-17	7	6%	1.4	0.9	7	-0.02	2	0.96
COC(=O)c1nn(-c2ccc(-c3ccccc3)cc2)cc1O	-5	-56	2%[fluoresces]	-0.043	0.9	6	-0.073	-48	1.9
Cn1c(=O)c2c(nc(CN3CCc4ccccc4C3)n2Cc2ccc(Cl)cc2)n(C)c1=O	/	-9	9%	-1.3	/	/	-0.072	5	1.1

Only TNAP act DEA, NADH enzymes and RORA act (four entries from above):
Structure | TNAP act DEA | NADH enzymes | RORA act
CC1=C(C(=O)OC2CCCCCC2)C(c2ccc(C)o2)C2=C(CCCC2=O)N1 (stereo not drawn) | 0.9 | 4% | -19
C=CCOc1cccc(C2/C(=C(\O)c3ccc(F)cc3)C(=O)C(=O)N2CCN(C)C)c1 (stereo not drawn) | 0.9 | 3% | 19
CC1=C(C(=O)OC(C)C)C(c2ccc(Br)s2)NC(=O)N1C (stereo not drawn) | 1 | 9% | -10
Cc1cc(C(F)(F)F)n2ncc(C(=O)O)c2n1 | 0.9 | 0% | 16

Continued:
molecule	tolC growth inh	SF-1 act	NADH enzymes	M1 antagonist	TNAP act DEA	Ec RNAP inh	M1 ag	RORA act	Autofluor 339
Cc1cc(C)nc(N2CCCC(C(=O)NCc3cccs3)C2)n1 (stereo not drawn)	-15	0	12%	0.22	0.9	9	-0.15	-2	1.4
CCn1ncc(Cl)c1C(=O)NC(C)c1ccccc1 (stereo not drawn)	19	2	1%	-0.84	1	2	0.82	-15	1.1
CCc1ccc(NC(=O)Cn2c(=O)oc3cc(S(=O)(=O)N4CCOCC4)ccc32)cc1	4	-15	6%	1.2	0.9	10	1.7	-2	1.1
CCOc1ccccc1-n1c(SCC(=O)N2CCOCC2)nnc1-c1ccccn1	-25	-1	6%	0.32	1	1	0.17	-4	1.1
O=C(Cn1nc(-c2ccccc2)nc1-c1ccccc1)N1CCOCC1	-14	-13	8%	0.03	0.9	11	0.54	-3	1.1
CCOC(=O)c1ccc2c(c1)nc(SC/C(O)=C(\C#N)c1nc3ccccc3[nH]1)n2CC	3	10	3%	0.32	1	5	-1	10	1.3
CC(C)CCOc1cccc(OCC(=O)NC2CCS(=O)(=O)C2)c1 (stereo not drawn)	17	10	6%	0.0057	1	1	-0.76	11	1.1
Cc1ccc(N2C(=O)[C@@H]3[C@H](C2=O)C2c4ccccc4C=CN2[C@@H]3C(=O)c2ccco2)cc1 (stereo partly drawn)	8	-8	5%	-0.57	1	7	3.5	-3	1.2
CCOC(=O)Nc1ccccc1C(=O)N1CCOCC1	2	4	6%	/	0.9	5	/	-1	1
N#Cc1ccccc1NC1=CC(=O)CCC1	-7	-19	0%	0.48	1	-3	1.2	-9	1.1
O=C(c1ccco1)N1CCN(c2nc(C3CC3)nc3sc4c(c23)CCCC4)CC1	77*	-16	5%	0.17	0.9	6	0.79	6	1.7
Cc1oc(/N=C/c2ccc(Cl)cc2Cl)c(C#N)c1C	10	6	1%	0.82	0.9	6	-0.37	14	1.1
O=C1C(C=NCc2cccnc2)=C(O)c2ccccc21	-7	45	4%	-0.13	1	1	0.32	53*	1
COc1cccc(C(=O)N(Cc2ccc3c(c2)OCO3)Cc2nc3ccccc3c(=O)[nH]2)c1	-2	-2	5%	-0.27	0.9	7	-0.053	-19	1.1
COC(=O)Cc1c(C)nc2nc(Cc3ccccc3)[nH]n2c1=O	8	-1	2%	0.093	0.8	5	-0.69	-31	1.2
Cc1cc(C)nc(SCC(=O)NC2=NC(=O)C(C)S2)n1 (stereo not drawn)	-13	15	8%	0.085	0.9	4	-1.6	-8	1
CCCCCn1c(Br)nc2c1c(=O)n(CC(N)=O)c(=O)n2C	-2	17	6%	1.5	0.9	10	0.15	-7	1
